# Source: PubChem BioAssay
# Pf apPOL inh: Pf-apPOL inhibitors, biochemical, fluorescence. AID 1794808, 2022. actives 0.25% (n = 210,000). Recombinant Pf-apPOL, molecular beacon fluorescence, 1.5 h. inhibition, % at 10 µM. Plasmodium falciparum apicoplast DNA polymerase (apPOL)
# mHTT CaM bind: mutant huntingtin-calmodulin interaction inhibitors – biochemical, AlphaScreen, primary screen; P42858; AlphaScreen His-mHTT/GST-CaM binding, luminescence; inhibition, % at 15 µM; actives 3.6% (n = 190,000); AID 1671202, 2021;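 further: 0% = both proteins with DMSO and 100% = one protein alone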
# An asterisk follows results filed as active; i = inactive; nt = no result given; & = joins results of further samples. No stated cut-off is given here; in the data, active means inhibition above about 50%; inactive means the rest.
SMILES,Pf apPOL inh,mHTT CaM bind
O=C(CC(NCc1cccnc1)C(=O)O)Nc1cc(Cl)cc(Cl)c1 (centres undefined),-2,-12
O=C1CCCC2=C1C(c1ccccc1Cl)n1nc(SCc3ccccc3)nc1N2 (centres undefined),-4,1
CCOc1ccccc1C(=O)Nc1c2c(nn1-c1ccc([N+](=O)[O-])cc1)CS(=O)(=O)C2,-3,4
CCC(C)NC(=O)C1CCN(c2ccc(Br)cc2C)C1=O (centres undefined),2,4
O=C(NCC1CC(=O)N(c2ccc3c(c2)OCO3)C1)Nc1ccccc1Cl (centres undefined),-4,-3
CCOc1ccc(NC(=O)CSc2nc3ccccc3c(=O)n2-c2ccccc2)cc1,-7,13
Cc1cc([N+](=O)[O-])ccc1NC(=O)CCCc1ccccc1,-2,-4
CCC(Oc1ccccc1)C(=O)Nc1cccc(C(C)=O)c1 (centres undefined),4,-9
O=C(c1coc(=O)c2ccccc12)N1CCC2(CC1)OCCO2,1,-1
CSc1nc2n(n1)C(c1ccc(Cl)cc1)C1=C(CC(C)(C)CC1=O)N2 (centres undefined),-5,0
COc1ccc(/C=C/C(=O)Nc2ccc3nc(N4CCN(C)CC4)cc(C)c3c2)cc1OC,-2,51*
O=C(Nc1ccc(Cl)cc1)C1CCN(c2ncc(-c3ccccc3)cn2)CC1,1,-8
CC(C)NC(=O)N1CCN(c2nc3ccccc3[nH]2)CC1,-1,-11
Cc1ccc(C)c(NC(=O)Nc2ccc3c(c2)CCN3S(C)(=O)=O)c1,-3,3
Nc1ccc(Cc2ccc(N)c(C(=O)O)c2)cc1C(=O)O,-4,2
Fc1ccc(C2=Nc3ccc(F)cc3NC(c3ccccc3)=N2)cc1,-3,7
Cc1ccc(NC(=O)Cn2c(-c3nonc3N)nc3ccccc32)cc1C,-2,25
CCCC12CN3CC(CCC)(CN(C1)C3c1cccc(C)c1)C2=O (centres undefined),2,-12
COc1cccc(-c2nc3cc(C(C)(C)C)ccc3o2)c1O,-16,28
CCN(C(=O)CN1C(=O)NC2(CCC(C)CC2)C1=O)c1cccc(C)c1 (centres undefined),-7,6
Fc1cc(Br)c(-n2cccc2)c(Br)c1,5,nt
Cc1nc(-c2ccccc2)sc1C(=O)N1CCC(CC(=O)N2CCCCC2)CC1,-3,-3
Cc1cc(C)n(C(=O)C2C(C=C(Cl)Cl)C2(C)C)n1 (centres undefined),-2,-24
C=CCNC(=O)COc1ccc(Br)c(C)c1,0,-2
COC(=O)c1ccc(C=C2Oc3cc(OC(=O)c4cc(OC)c(OC)c(OC)c4)ccc3C2=O)cc1,-4,6
Cn1cc(-c2ccncc2)cc1C(=O)NCc1cccs1,-12,0
Cc1ccccc1C(=O)N1CCCCC1CCN1CCCCCC1 (centres undefined),-8,-5
O=C(CCN1C(=O)C2C3C=CC(C3)C2C1=O)Nc1ccc(OC(F)(F)F)cc1 (centres undefined),-3,-7
O=C(Nc1cccc2cccnc12)NC1CCCCC1,-9,0
CCn1c(Sc2ncnc3c2sc2nc(C)cc(C)c23)nnc1-c1cccs1,-10,nt
CCN(CC)CCNC(=O)CC1CCN(C(=O)C2CCCCC2)CC1,-1,1
COc1ccc(-c2noc(C3CCN(CC(=O)NC(C)(C)C)CC3)n2)cc1,0,2
COc1ccccc1CNC(=O)C1CCN(c2cnn(Cc3ccccc3)c(=O)c2)CC1,-10,10
O=C(COc1ccc(Cl)cc1)Nc1ccccc1NC(=O)c1cccs1,-5,-8
CCC(C)C(=O)N1CCN(c2nc3ccccc3nc2-c2ccccc2)CC1 (centres undefined),1,-32
COc1cc(C2C(C(=O)Nc3ccccc3)=C(C)Nc3ncnn32)ccc1OCc1ccccc1 (centres undefined),6,30
CC(=O)c1ccc(NC(=O)c2sc3nc(C)cc(C)c3c2N)cc1,-3,-2
O=C(NCc1ccco1)c1cnn2c1NC(c1ccccc1)CC2C(F)(F)F (centres undefined),4,9
CCC1COCCS(=O)(=O)N1Cc1ccccc1C (centres undefined),-2,3
COc1ccc(-c2onc(C)c2C(=O)NC2CCCc3ccccc32)cc1 (centres undefined),-8,15
COc1cc(OC)c2nc(N)sc2c1,nt,0
Cc1nnsc1C(=O)N1CCC(CNS(=O)(=O)C=Cc2ccccc2)CC1,5,14
O=C(Nc1ccc(Cn2cncn2)cc1)c1ccc(Br)cc1,0,-12
CN(C)C=C(C#N)C(=O)NOCc1c(F)cccc1Cl,-5,nt
CC1(C)N=C(c2ccccc2)C(=O)N1CC(=O)Nc1cccc(Cl)c1,-1,32
O=C(Nc1nc2ccccc2[nH]1)c1ccc([N+](=O)[O-])cc1,1,-4
CS(=O)(=O)c1ccc2nc(NC(=O)CCCOc3ccccc3)sc2c1,-17,2
CC(C)n1cnnc1C1CCN(C(=O)C2CCCN2)CC1 (centres undefined),25,8
CCOc1cc(/C=C2\NC(=O)N(Cc3ccc(Br)cc3)C2=O)ccc1OCC(=O)O,-2,19
O=C(O)C1CCCCC1C(=O)NCc1ccc(Cl)c(Cl)c1 (centres undefined),0,-9
CCCc1noc(-c2cccnc2N2CCCN(C(=O)CCc3ccccc3)CC2)n1,-5,-24
C=CC(=O)N1c2ccccc2C(C)(c2ccc(C)cc2)CC1(C)C (centres undefined),-1,-13
O=C(NCc1cccnc1)C1CCN(c2nnc3ccc(C(F)(F)F)cn23)CC1,0,5
Cc1ccc(NC(=O)CN(c2cc(C(F)(F)F)ccc2Cl)S(C)(=O)=O)cc1C,-6,-1
COc1ccc(S(=O)(=O)N2CC(C)CC(C)C2)cc1OC (centres undefined),-6,1
O=C(Nc1ccccc1Cl)N1CCC2(CC1)OCCS2,-6,-14
COc1ccc(CNC(=O)C2(C)CCCN(S(=O)(=O)c3ccc(Cl)cc3)C2)cc1 (centres undefined),-4,-5
CCCCNC(=O)c1nnn(-c2ccccc2Cl)c1-c1cccnc1,0,-5
CS(=O)(=O)c1csc(C(=O)NCc2cccnc2)c1Cl,-5,nt
COc1cccc(CNC(=O)C2CCc3sc(C(=O)N4CCCC4)cc3C2)c1 (centres undefined),-8,8

# Entries from the list above that have an aryl thioether with sulfur outside any ring, in the order listed:
SMILES,Pf apPOL inh,mHTT CaM bind
O=C1CCCC2=C1C(c1ccccc1Cl)n1nc(SCc3ccccc3)nc1N2 (centres undefined),-4,1
CCOc1ccc(NC(=O)CSc2nc3ccccc3c(=O)n2-c2ccccc2)cc1,-7,13
CSc1nc2n(n1)C(c1ccc(Cl)cc1)C1=C(CC(C)(C)CC1=O)N2 (centres undefined),-5,0
CCn1c(Sc2ncnc3c2sc2nc(C)cc(C)c23)nnc1-c1cccs1,-10,nt

# Following part
SMILES,Pf apPOL inh,mHTT CaM bind
O=C(CSc1cn(CCNC(=O)c2ccccc2F)c2ccccc12)Nc1ccc(F)cc1,4,7
CC1(C)OC(=O)C(=CNc2cc([N+](=O)[O-])ccc2F)C(=O)O1,2,3
Cc1ccc(CN2C(=O)c3ccccc3C2C(=O)NC2CCCC2)cc1 (centres undefined),-2,10
COc1ccc(NC(=O)C(c2cc3c(cc2[N+](=O)[O-])OCO3)N(C)c2ccccc2)cc1 (centres undefined),-8,42
O=C(c1ccc(F)c(F)c1)N(CCc1cscn1)Cc1ccncc1,-16,2
C=CCn1c(SCC(=O)N2CCOCC2)nnc1-c1cccc(OC)c1,-2,0
O=C(NCCCN1CCCC1=O)C(=O)NCc1ccccc1Cl,-3,-7
Cc1nc(-c2cccc(F)c2)nc2c1CC(=O)N2Cc1cccnc1,-4,19
O=C(NCC1CCCO1)c1ccc(NC(=O)C2CC2)cc1N1CCCCCC1 (centres undefined),2,15
O=C(c1ccncc1)N1CCC(CCOc2ccc(F)cc2)CC1,-6,-1
CC1CC(=O)C2=C(C1)OC(N)=C(C#N)C2c1ccc(Cl)c(Cl)c1 (centres undefined),-3,3
COc1cccc(C2N(Cc3ccccc3)CCN2Cc2ccccc2)c1O,0,2
CCOc1ccccc1NC(=O)CSc1nnc(CC)c(CC)n1,1,-1
Cc1oc2c3c(ccc2c(=O)c1-c1ccc(Cl)cc1)OCN(CCCO)C3,-8,6
O=C(Nc1ncc(Cc2cccc(C(F)(F)F)c2)s1)c1ccccc1[N+](=O)[O-],-4,11
CCN1CCCC1CNC(=O)C1CCC(=O)N(c2ccc(OC)cc2)C1c1ccc(F)cc1 (centres undefined),-5,2
c1ccc(N2CCN(Cc3ccsc3)CC2)cc1,1,5
O=C(NCc1cc(F)ccc1F)c1ccc2ncnc(N3CCCCC3)c2c1,0,-1
N/C(=N\N=C/c1cccn1-c1ccc(S(N)(=O)=O)cc1)c1nonc1N,nt,i
O=C(CNc1ccccc1-c1nc2ccccc2[nH]c1=O)NC1CCCc2ccccc21 (centres undefined),-9,-16

# Rewritten with two lines to a compound: part of the list above.
# Under each structure: Pf apPOL inh | mHTT CaM bind
Cc1nnsc1C(=O)N1CCC(CNS(=O)(=O)C=Cc2ccccc2)CC1
→ 5 | 14
CCC(C)NC(=O)C1CCN(c2ccc(Br)cc2C)C1=O (centres undefined)
→ 2 | 4
C=CCNC(=O)COc1ccc(Br)c(C)c1
→ 0 | -2
CCOc1cc(/C=C2\NC(=O)N(Cc3ccc(Br)cc3)C2=O)ccc1OCC(=O)O
→ -2 | 19

# Following part.
SMILES,Pf apPOL inh,mHTT CaM bind
COc1ccc(C(O)CN2CCN(c3ccccc3Cl)CC2)cc1OC (centres undefined),-7,13
CC1CCCC(C)N1CCNC(=O)CCS(=O)(=O)Cc1ccccc1F (centres undefined),-22,1
CC(=O)c1c(-c2ccc(Cl)cc2)c2ccccc2[nH]c1=O,-3,3
CC(=O)Nc1nnc(-c2ccncc2)s1,-3,4
Cc1ccc(C)c(N2CCN(C(=O)c3ccc4c(c3)nc3n4CCCC3)CC2)c1,-5,84*
N#C/C(=C\C=C\c1ccccc1)c1nc(-c2cccs2)cs1,1,-26
CCCCCCN1CCS(=O)(=O)N(Cc2ccc(Cl)cc2)C(C(=O)OC)C1 (centres undefined),-3,17
COc1ccccc1C(=O)Nc1ccc(-c2nnc(SCC(=O)c3ccccc3)n2C)cc1,-4,35
Cc1ccc(-c2cc(C(=O)O)c3cc(Br)ccc3n2)cc1,0,1
O=C(C1CC1)N1CCc2cc(Br)cc(S(=O)(=O)NC3CCCCCC3)c21,-4,10
CC(C)N1C(=O)c2ccccc2C1C(=O)NC1CCCC1 (centres undefined),-14,-2
NC(=O)C1CCN(C(=O)c2cccc(I)c2)CC1,-1,-3
O=C(CC1CCN(S(=O)(=O)c2ccc(Br)s2)CC1)NCc1ccco1,3,-7
COc1ccc(CNC2CCN(c3ccc(C(=O)Nc4ccccc4)cn3)C2)cc1 (centres undefined),-8,-1
Cc1ccccc1N1CCC(C(=O)NCC(C)C)C1=O (centres undefined),-5,3
Fc1cc(F)cc(CNc2cc(-n3ccnc3)ncn2)c1,-5,-15
O=C(NCc1cscn1)C1CCN(S(=O)(=O)c2ccc(Cl)s2)CC1,-4,-7
COc1ccc2nc(NC(=O)COc3cccc(Cl)c3)sc2c1,-8,-6
O=CNC1CCCc2c1[nH]c1ccc(F)cc21 (centres undefined),-3,7
Brc1ccc(Cn2nnc(-c3ccc4c(c3)OCO4)n2)cc1,-4,-16

# Grouped by structure, the compounds so far containing a CF3 group.
SMILES,Pf apPOL inh,mHTT CaM bind
O=C(CCN1C(=O)C2C3C=CC(C3)C2C1=O)Nc1ccc(OC(F)(F)F)cc1 (centres undefined),-3,-7
O=C(NCc1ccco1)c1cnn2c1NC(c1ccccc1)CC2C(F)(F)F (centres undefined),4,9
O=C(NCc1cccnc1)C1CCN(c2nnc3ccc(C(F)(F)F)cn23)CC1,0,5
Cc1ccc(NC(=O)CN(c2cc(C(F)(F)F)ccc2Cl)S(C)(=O)=O)cc1C,-6,-1
O=C(Nc1ncc(Cc2cccc(C(F)(F)F)c2)s1)c1ccccc1[N+](=O)[O-],-4,11

# Going on with the list.
SMILES,Pf apPOL inh,mHTT CaM bind
O=c1nc(-c2ccc(Cl)cc2)c2ccccc2[nH]1,3&4,3&3
Cn1ncc(Br)c1NC(=O)CN1CCOCC1,-3,nt
CCOCCn1cnc2sc(C(=O)Nc3cc(Cl)c(OC)cc3OC)c(C)c2c1=O,0,20
O=C(c1cc2ccccc2oc1=O)N1CCSC1c1ccccc1 (centres undefined),34,5
O=C(C1CC(=O)N(c2ccc(F)cc2)C1)N1CCN(CCn2cccn2)CC1 (centres undefined),-5,-5
O=C1CCCN1c1ccccc1O,1,-4
Cc1cc(C)cc(OCC(=O)NC2=NCCS2)c1,1,-4
CC(NC(=O)c1ccc2c(c1)nc1n2CCCCC1)c1ccc2c(c1)OCCO2 (centres undefined),-3,15
O=C1CC(NCCc2ccccc2)C(=O)N1c1cccc(Cl)c1 (centres undefined),-4,5
COc1ccc(OC)c(C2Oc3nc(SC)nnc3-c3ccccc3N2C(C)=O)c1 (centres undefined),-4,11
COC(=O)COc1ccc2c(c1)OC(=Cc1ccc(Cl)c(Cl)c1)C2=O,-2,1
COCCn1cc2c3c(cccc31)CN(C(=O)CCCc1ccccc1)CC2,-4,91*
Cc1ccc(C=C2Oc3cc(OC(=O)C(C)(C)C)ccc3C2=O)o1,-8,1
Cc1cc(C)n2nc(SCC(=O)NCc3cccs3)nc2n1,-10,-8
Cn1c(C2CCN(C(=O)Nc3ccc(Br)cc3)CC2)cc(=O)n2nccc12,-2,1
COc1ccccc1C1CC(=O)Oc2cc3c(cc21)OCO3 (centres undefined),42,33
O=C(NC1CC1)c1ccc(OCC2CCN(C(=O)c3ccc(F)cc3F)CC2)cc1,-3,5
CC(C)(C#CCN1CCCCC1)OCCC#N,-5,-2
O=C(Nc1ccncc1)c1ccccc1F,-1,-4
O=C(O)c1ccc(NC(=O)c2cc3cc(Br)ccc3oc2=O)cc1,-3,6
CC(=O)Nc1nonc1-c1nc2ccccc2n1CC#N,-4,-4
COC(=O)c1ccc(C=C2Oc3c(ccc(O)c3CN3CCCC3)C2=O)cc1,-6,13
Cc1cc(O)c(C(C[N+](=O)[O-])c2ccc(F)cc2)c(=O)o1 (centres undefined),-15,-3
Cc1nc(SCC(=O)Nc2ccc(Br)cn2)n[nH]1,-4,0

# Some values from the results shown.
# Pf apPOL inh result of CC(=O)Nc1nonc1-c1nc2ccccc2n1CC#N : -4
# Pf apPOL inh result of Cc1cc(O)c(C(C[N+](=O)[O-])c2ccc(F)cc2)c(=O)o1 (centres undefined) : -15
